Assay outcomes from PubChem BioAssay.
HepG2 viability: HepG2 cytotoxicity, counter-screen for TGF-b inhibitors. HepG2 CAGA-GFP viability, ATP luminescence, 18 h. Potency, µM (top dose mostly 46.1 µM), for the others: at the highest dose activity change, negative = cytotoxicity, usual class: cytotoxic. hit rate 0.76% among 410,000; also: potency is read from the fitted curve at half-maximal effect; some results filed as inactive show a strong effect at the top dose
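CellTiter-Glo luminescence gave cytotoxicity after 18 hours at 37 degrees C. The cells were HepG2 CAGA-GFP in 1% FBS DMEM, stimulated with 500 pg/mL TGF-beta after compound addition. %Activity was normalised to no-cell wells (complete cell-killing) and DMSO (no toxicity), and curves were fitted and classified.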
KB-3-1 cytotox: kills parental KB-3-1 adenocarcinoma cells; hit rate 1.4% among 400,000; KB-3-1 viability, CellTiter-Glo ATP luminescence, 72 h; Potency, µM (top dose mostly 46.1 µM), for the others: at the highest dose activity change, negative = cytotoxic, most hits filed as cytotoxic; also: potency is read from the fitted curve at half-maximal effect; % is scaled to controls: 0 for no effect and ±100 for the full control effect; nearly all actives have a fitted effect of over 60% in size
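Cells are dispensed, compounds pinned in, plates held at 37 °C for 72 h, then CellTiter-Glo is added and luminescence read after 10 minutes. Cell line: parental KB-3-1 in phenol-red-free DMEM, 10% FBS.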
IL-1B inflam inh: inflammasome signaling inhibition, IL-1 beta readout; THP-1 LPS/ATP IL-1B secretion, AlphaLISA, 16 h; active compounds read low; activity change, % at 57.5 µM; AID 743279; hit rate 4.7% among 360,000; in the data active = activity change below about -50%; inconclusive = mostly about -30% to -49%; also: % is scaled to controls: 0 for no effect and ±100 for the full control effect
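THP-1 cells pretreated 1 hr with compounds (up to 57.5 uM final), then stimulated with LPS (250 ng/mL final) plus ATP (1.25 mM final); secreted IL-1B measured by AlphaLISA after 16 hr, decreased signal indicating inhibition.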
HT1080 IDH1KD tx: HT-1080 IDH1 knockdown cell toxicity (counter line). Potency, µM (highest dose often 46.1 µM), inactives show at the top dose activity, negative = toxicity, actives largely listed as cytotoxic. hit rate 2% among 360,000. HT-1080 IDH1 knockdown viability, ATP luminescence, 48 h;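 also: potency is read from the fitted curve at half-maximal effect; 0% = DMSO wells and -100% = cell-free medium wells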
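Assay cells: HT-1080 with IDH1 knockdown, 750 per well, RPMI/5% FBS. Exposure: 48 h at 37 °C following 2 h pre-incubation. Read: CellTiter-Glo luminescence; fitted concentration-response, curve class assigned.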
MCF10A rerep: DNA re-replication induction in MCF 10a cells; MCF 10A DNA re-replication, Hoechst nuclear intensity, 48 h; Potency, µM (doses to about 46.1 µM), inactives show top-dose activity, positive = re-replication, most hits filed as activators; hit rate 2.9% among 350,000; AID 624296; also: potency is read from the fitted curve at half-maximal effect; % of control where 0% means no effect; nearly all actives have a fitted effect of over 50% in size
S2 tox: reduces viability in counter-screen for ATXN expression inhibitors; hit rate 0.49% among 400,000; Potency, µM (series often up to 56.7 µM), most hits filed as cytotoxic; S2 cells (HEK-293 line with an ATXN2-luciferase reporter) viability, CellTiter-Fluor protease fluorescence, 24 h; AID 651635; also: potency is read from the fitted curve at half-maximal effect; nearly all actives have a fitted effect of over 40% in size
SW480 rereplic: DNA re-replication induction in SW480 cells | SW480 DNA re-replication, Hoechst DNA content imaging, 48 h | AID 624297 | hit rate 1.8% among 340,000 | Potency, µM (highest dose often 46.1 µM), inactives show at the highest dose re-replication activation, hits mostly activators; also: potency is read from the fitted curve at half-maximal effect; % of control where 0% means no effect; nearly all actives have a fitted effect of over 55% in size
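Cells (250 per well) received 23 nL compound or DMSO by pin tool and were kept 48 hr at 37 C, 5% CO2. Nuclei were then stained with Hoechst for 40 min and scanned for DNA content.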
HT1080NT lethal: kills 2HG-producing HT-1080-NT fibrosarcoma cells. HT-1080-NT fibrosarcoma viability, CellTiter-Glo ATP luminescence, 48 h. hit rate 1.6% among 360,000. Potency, µM (highest dose often 46.1 µM), inactives show top-dose activity, negative = less viability, hits mostly cytotoxic;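 also: NT is the 2HG producing partner of a matched IDH1 knockdown line; potency is read from the fitted curve at half-maximal effect; 0% = DMSO-treated cells and -100% = media-only wells without cells; nearly all actives have a fitted effect of over 55% in size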
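Toxicity toward the 2HG-producing NT line was scored as %Activity, normalised to DMSO and no-cell wells, from CellTiter-Glo luminescence after 48 hours' treatment.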
ATXN2 expr inh: ATXN2 expression inhibition; HEK-293 ATXN2-luciferase reporter, luminescence, 24 h; Potency, µM (highest dose often 57 µM), without a hit: at the top dose activity change, negative = inhibition, actives largely listed as inhibitors; hit rate 0.72% among 360,000; also: potency is read from the fitted curve at half-maximal effect; % is scaled to controls: 0 for no effect and ±100 for the full control effect; nearly all actives have a fitted effect of over 55% in size
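qHTS (up to 57 uM final) was run with 24 h compound exposure of reporter cells at 37 °C. Each well was multiplexed: SteadyGlo luminescence measured ATXN2-luciferase expression after a fluorogenic Gly-Phe-AFC viability readout (25 uM final).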
Starred values were filed as active, the others as inactive. Unless noted, calls follow the shape of the dose curve; as a rule, active = well fitted curve in the direction sought with a large enough effect; inconclusive = small, poorly fitted or top-dose-only effect, or another doubt; inactive = no such curve, though single readings can be large; an effect the other way counts as inactive or inconclusive.

Screening O=C(N/N=C/c1sc2ccccc2c1O)c1ccccc1 returned HepG2 viability -53%, KB-3-1 cytotox 0%, IL-1B inflam inh 51, HT1080 IDH1KD tx 2.6µM*, MCF10A rerep inconclusive, S2 tox inactive, SW480 rereplic 2.6µM*, HT1080NT lethal 8.2µM* and ATXN2 expr inh inconclusive.
`O=C(O)c1cc2c(cc1NC(=O)c1c(F)cccc1Cl)OCCCO2` gave HepG2 viability 3%, KB-3-1 cytotox 59%, IL-1B inflam inh -1, HT1080 IDH1KD tx 6%, MCF10A rerep 8%, S2 tox inactive, SW480 rereplic -13%, HT1080NT lethal -11% and ATXN2 expr inh -5%.
Screening COc1ncc(-c2ccc(N3C(c4ccsc4)=Cc4ccc(F)cc4C3CC(=O)c3ccco3)cc2)cn1 (configuration not stated) returned KB-3-1 cytotox 3%, IL-1B inflam inh 14, HT1080 IDH1KD tx 3%, S2 tox inactive, HT1080NT lethal 2% and ATXN2 expr inh 2%.
`Cc1cc([N+](=O)[O-])ccc1P(=O)(O)c1ccc([N+](=O)[O-])cc1C` gave HepG2 viability 4%, KB-3-1 cytotox -4%, IL-1B inflam inh 19, HT1080 IDH1KD tx 14%, MCF10A rerep -2%, S2 tox inactive, SW480 rereplic -3%, HT1080NT lethal 1% and ATXN2 expr inh 6%.
`COc1ccc(CN2C(=O)C(CC(=O)NCCCCc3ccccc3)CC(C(=O)N(C(C)C)C(C)C)=C2C)cc1` (configuration not stated) gave HepG2 viability -15%, KB-3-1 cytotox 0%, IL-1B inflam inh -27, HT1080 IDH1KD tx -9%, S2 tox inconclusive, HT1080NT lethal -2% and ATXN2 expr inh inconclusive.
`CC1(C(=O)O)CCC(C(=O)NCCc2ccccc2)C1(C)C` (configuration not stated) gave HepG2 viability -2%, KB-3-1 cytotox 12%, IL-1B inflam inh 7, HT1080 IDH1KD tx 12%, MCF10A rerep -1%, S2 tox inactive, SW480 rereplic -5%, HT1080NT lethal 8% and ATXN2 expr inh -4%.
`CCOc1ccc(C(C)=O)cc1CC(C(N)=O)C(N)=O` gave HepG2 viability 1%, KB-3-1 cytotox 1%, IL-1B inflam inh 8, HT1080 IDH1KD tx -1%, MCF10A rerep -2%, S2 tox inactive, SW480 rereplic inconclusive, HT1080NT lethal -8% and ATXN2 expr inh 2%.
For COc1ccc(OC)c2sc(N3CCN(C(=O)CCS(=O)(=O)c4ccc(F)cc4)CC3)nc12 the results were HepG2 viability -20%, KB-3-1 cytotox -16%, S2 tox inactive and ATXN2 expr inh -11%.
Screening COC(=O)Cc1c(O)ccn(Cc2cccc(C(F)(F)F)c2)c1=O returned HepG2 viability -1%, KB-3-1 cytotox 9%, IL-1B inflam inh -15, HT1080 IDH1KD tx 18%, MCF10A rerep 3%, S2 tox inactive, SW480 rereplic 1%, HT1080NT lethal 18% and ATXN2 expr inh -15%.
O=S(=O)(Nc1ccc(C(O)(C(F)(F)F)C(F)(F)F)cc1)c1cccc2cccnc12 was read as HepG2 viability -30%, KB-3-1 cytotox 0%, IL-1B inflam inh -12, HT1080 IDH1KD tx inconclusive, S2 tox inconclusive, HT1080NT lethal inconclusive and ATXN2 expr inh inconclusive.
Cc1ccc(NC(=S)Nc2cc(-c3ccccc3)[nH]n2)cc1Cl was read as HepG2 viability -35%, KB-3-1 cytotox -14%, IL-1B inflam inh 16, HT1080 IDH1KD tx -20%, MCF10A rerep 11%, S2 tox inconclusive, SW480 rereplic 4%, HT1080NT lethal -3% and ATXN2 expr inh -24%.
Screening C/C(=N\OC(=O)C1CC1)C1CC1c1ccc(F)cc1 (configuration not stated) returned HepG2 viability -6%, KB-3-1 cytotox -7%, IL-1B inflam inh -6, HT1080 IDH1KD tx -3%, MCF10A rerep 0%, S2 tox inactive, SW480 rereplic -2%, HT1080NT lethal 0% and ATXN2 expr inh 0%.
For Cc1ccc2cc(C#N)c(NCc3ccco3)nc2c1 the results were HepG2 viability 2%, KB-3-1 cytotox 4%, IL-1B inflam inh 13, HT1080 IDH1KD tx inconclusive, MCF10A rerep inconclusive, S2 tox inactive, SW480 rereplic inconclusive, HT1080NT lethal -23% and ATXN2 expr inh 12%.
For Cc1ccc(S(=O)(=O)NC2CC3CCC2C3)cc1 (configuration not stated) the results were HepG2 viability -24%, KB-3-1 cytotox inconclusive, IL-1B inflam inh 32, HT1080 IDH1KD tx -8%, MCF10A rerep inconclusive, S2 tox inconclusive, SW480 rereplic 1%, HT1080NT lethal -1% and ATXN2 expr inh -20%.
COc1ccc(CNCc2c(C(=O)N(C)C)nc3ccc(Cl)cn23)c(OC)c1 was read as HepG2 viability -2%, KB-3-1 cytotox 0%, IL-1B inflam inh 4, HT1080 IDH1KD tx 6%, MCF10A rerep 4%, S2 tox inactive, SW480 rereplic -3% and HT1080NT lethal 13%.
For O=[N+]([O-])c1cc(C(F)(F)F)cc([N+](=O)[O-])c1NCCNC(=S)Nc1ccc(Cl)c(Cl)c1 the results were HepG2 viability 11µM*, KB-3-1 cytotox inconclusive, IL-1B inflam inh -80*, HT1080 IDH1KD tx inconclusive, MCF10A rerep inconclusive, SW480 rereplic 0%, HT1080NT lethal 16µM* and ATXN2 expr inh inconclusive.
Screening COc1cccc(NS(=O)(=O)c2cn(C)c(=O)n(C)c2=O)c1 returned HepG2 viability -23%, KB-3-1 cytotox -23%, IL-1B inflam inh 9, HT1080 IDH1KD tx -4%, MCF10A rerep 15%, S2 tox inactive, SW480 rereplic 0%, HT1080NT lethal -1% and ATXN2 expr inh 1%.
`Fc1ccc(CSc2ccc(-c3ccco3)nn2)cc1` gave HepG2 viability -20%, KB-3-1 cytotox -4%, IL-1B inflam inh -2, HT1080 IDH1KD tx 1%, MCF10A rerep 11%, S2 tox inactive, SW480 rereplic -5%, HT1080NT lethal 2% and ATXN2 expr inh 30%.
`O=C(COC(=O)[C@@H]1CCCN1S(=O)(=O)c1ccccc1F)Nc1ccc(OC(F)F)cc1` gave HepG2 viability -2%, KB-3-1 cytotox 17%, IL-1B inflam inh -6, HT1080 IDH1KD tx 12%, MCF10A rerep 2%, S2 tox inactive, SW480 rereplic -12%, HT1080NT lethal 17% and ATXN2 expr inh 11%.
O=C(CC1SC(=Nc2ccccc2)N(CCO)C1=O)Nc1ccccc1 (configuration not stated) was read as HepG2 viability -5%, KB-3-1 cytotox -10%, IL-1B inflam inh 5, HT1080 IDH1KD tx 0%, MCF10A rerep 15%, S2 tox inactive, SW480 rereplic 13%, HT1080NT lethal -4% and ATXN2 expr inh 3%.
`CCOc1ccc(N(C(=O)Nc2ccccc2)C2=NCCC2)cc1` gave HepG2 viability -8%, KB-3-1 cytotox 12%, IL-1B inflam inh inconclusive, HT1080 IDH1KD tx 0%, MCF10A rerep -1%, S2 tox inactive, SW480 rereplic 0%, HT1080NT lethal -28% and ATXN2 expr inh 23%.
C[C@@H]1CN([C@@H](C)CO)C(=O)CCCn2nncc2CO[C@H]1CN(C)Cc1ccc(Oc2ccccc2)cc1 was read as HepG2 viability -42%, KB-3-1 cytotox -3%, IL-1B inflam inh -25, HT1080 IDH1KD tx -15%, S2 tox inconclusive, HT1080NT lethal -6% and ATXN2 expr inh inconclusive.
Screening Cc1cccc(N2CCN(C(=O)c3c(Cl)cnn3C)CC2)c1C returned HepG2 viability -26%, KB-3-1 cytotox inconclusive, IL-1B inflam inh -10, HT1080 IDH1KD tx 2%, MCF10A rerep 12%, S2 tox inactive, SW480 rereplic 12%, HT1080NT lethal 5% and ATXN2 expr inh -31%.
`Cc1cc(C(=O)N2CCCC(C(=O)c3cccc(C(F)(F)F)c3)C2)n[nH]1` (configuration not stated) gave HepG2 viability -18%, KB-3-1 cytotox 2%, IL-1B inflam inh 0, HT1080 IDH1KD tx -1%, MCF10A rerep -1%, S2 tox inactive, SW480 rereplic 17%, HT1080NT lethal -1% and ATXN2 expr inh 1%.
For O=C(O)C1CCC(NSc2ccccc2[N+](=O)[O-])CC1 (configuration not stated) the results were HepG2 viability -76%, KB-3-1 cytotox -27%, IL-1B inflam inh -10, HT1080 IDH1KD tx -2%, MCF10A rerep 2%, S2 tox inactive, SW480 rereplic inconclusive, HT1080NT lethal 1% and ATXN2 expr inh -21%.
`CCCCCCOc1ccc(N2C(=O)CC(NCc3ccc(S(N)(=O)=O)cc3)C2=O)cc1` (configuration not stated) gave HepG2 viability 7%, KB-3-1 cytotox 0%, IL-1B inflam inh 8, HT1080 IDH1KD tx -5%, MCF10A rerep -3%, S2 tox inactive, SW480 rereplic -6% and HT1080NT lethal -16%.

Three records drawn at random from the list so far, as already listed:
Screening COc1cccc(NS(=O)(=O)c2cn(C)c(=O)n(C)c2=O)c1 returned HepG2 viability -23%, KB-3-1 cytotox -23%, IL-1B inflam inh 9, HT1080 IDH1KD tx -4%, MCF10A rerep 15%, S2 tox inactive, SW480 rereplic 0%, HT1080NT lethal -1% and ATXN2 expr inh 1%.
Screening Cc1cccc(N2CCN(C(=O)c3c(Cl)cnn3C)CC2)c1C returned HepG2 viability -26%, KB-3-1 cytotox inconclusive, IL-1B inflam inh -10, HT1080 IDH1KD tx 2%, MCF10A rerep 12%, S2 tox inactive, SW480 rereplic 12%, HT1080NT lethal 5% and ATXN2 expr inh -31%.
Screening COc1ncc(-c2ccc(N3C(c4ccsc4)=Cc4ccc(F)cc4C3CC(=O)c3ccco3)cc2)cn1 (configuration not stated) returned KB-3-1 cytotox 3%, IL-1B inflam inh 14, HT1080 IDH1KD tx 3%, S2 tox inactive, HT1080NT lethal 2% and ATXN2 expr inh 2%.
